ANO1 activ – activators or potentiators of mouse TMEM16A chloride channel. Q8BHY3. HEK293 TMEM16A/YFP-H148Q/I152L, iodide quench fluorescence; active compounds read low. B-score at 10 µM. hit rate 0.3% among 340,000. AID 623877;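 active = fluorescence-ratio B-score plate-corrected deviation score at least 3 library SD below zero, with starting fluorescence score within 5 deviations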;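 also: channel opened by trigger with iodide after compound preincubation; score built on the fluorescence ratio of max minus min over baseline; more negative score means more quench and so TMEM16A activation or potentiation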
KCNQ1 act – human KCNQ1 channel potentiation or activation; P51787; CHO-K1 KCNQ1, thallium flux FluxOR fluorescence; active compounds read high; B-score at 10 µM; hit rate 0.35% among 310,000;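 active = fluorescence ratio B-score, a plate-corrected score, at least three library SD, with initial intensity B-score within 5 SD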
Target sequence (P51787 whole entry, looked up): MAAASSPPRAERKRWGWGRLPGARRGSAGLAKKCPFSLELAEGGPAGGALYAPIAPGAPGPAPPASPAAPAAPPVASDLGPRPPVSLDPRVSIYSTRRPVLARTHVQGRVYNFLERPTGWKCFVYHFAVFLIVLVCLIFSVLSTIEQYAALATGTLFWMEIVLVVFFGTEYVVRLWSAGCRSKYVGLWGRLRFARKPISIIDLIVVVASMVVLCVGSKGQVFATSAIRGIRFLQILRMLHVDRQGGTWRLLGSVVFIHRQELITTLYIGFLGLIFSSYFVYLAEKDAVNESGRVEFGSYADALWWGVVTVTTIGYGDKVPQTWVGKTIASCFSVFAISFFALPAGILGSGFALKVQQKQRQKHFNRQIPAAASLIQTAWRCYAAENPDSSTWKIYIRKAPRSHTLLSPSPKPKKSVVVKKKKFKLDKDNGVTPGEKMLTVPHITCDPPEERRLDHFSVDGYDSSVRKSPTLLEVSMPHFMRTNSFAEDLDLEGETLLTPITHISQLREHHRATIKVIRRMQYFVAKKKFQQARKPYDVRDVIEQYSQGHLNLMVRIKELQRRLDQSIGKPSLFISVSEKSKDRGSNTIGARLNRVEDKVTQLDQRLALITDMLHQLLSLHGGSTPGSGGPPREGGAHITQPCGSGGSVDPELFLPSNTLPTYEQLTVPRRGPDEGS
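assay system = KCNQ1-transfected CHO-K1 cells | medium = assay buffer with matched DMSO | probe or stimulus = depolarizing K+/Tl+ stimulus, K2SO4 and Tl2SO4 each 12.5 mM in 5x stock | dosing = single dose | incubation = dye 90 min, compound 20 min, room temperature | detection = kinetic FluxOR fluorescence, 10 s baseline plus 110 s post-stimulus | evaluation = ratio B score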
HDAC3 inhib – inhibitors of human histone deacetylase 3; recombinant HDAC3, fluorogenic peptide/trypsin coupled, fluorescence; inhibition, % at 8.3 µM; hit rate 0.15% among 320,000; O15379; AID 2718; in the data active = inhibition above about 26%, passing the limit was not always enough; inconclusive = no clear call, values can overlap the other calls
RGS4 inh – human RGS4 inhibition. P49798. hit rate 0.45% among 310,000. B-score at 10 µM. AID 463165. HEK293 M3R/RGS4 inducible, Fluo-4 calcium flux; active compounds read high; triggered by carbachol at its EC20;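 active = B-score, a plate-corrected calcium signal, over three deviations above library mean, with baseline fluorescence within five deviations of library mean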;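 also: RGS4 expression induced by doxycycline in cells with stable M3 receptor; B-score is computed from the integrated fluorescence ratio over baseline after carbachol; higher B-score means a larger calcium signal and so more RGS4 inhibition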
hERG protect – hERG (human) protection from proarrhythmic block; CHO-hERG, FluxOR thallium flux, dofetilide IC70 present; hit rate 0.51% among 310,000; activation (rescue from dofetilide block), less the hit threshold, % at 10 µM;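 active = activation above the mean of controls blocked by dofetilide plus 5 SD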;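 also: thallium influx through hERG after potassium depolarization seen as dye fluorescence rise; in these data hits start at about 4.7%; inactives centre near -7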
RGS4 act – RGS4 potentiation or activation. AID 463111. B-score at 10 µM. HEK293 M3R/inducible RGS4, carbachol calcium flux Fluo4; active compounds read low. hit rate 0.92% among 310,000;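 active = B-score of the integrated calcium signal more than 4 SD below the library mean, with starting fluorescence not abnormally high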;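 also: negative B-score means reduced calcium response which marks RGS4 activation or potentiation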
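System – HEK293 FlpIn-TREx cells, stable M3R, doxycycline-inducible RGS4 · Reagent – ECmax carbachol challenge · Times – compound preincubation 20 min at room temperature before agonist · Technique – Fluo4 fluorescence kinetic imaging of calcium · Measure – B score of integrated Fluo4 ratio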
SKKanGAS inh – blocks kanamycin growth of S. pyogenes SKKanGAS strain; BacTiter-Glo, 6 h; inhibition, % at 7.5 µM; hit rate 1.3% among 300,000;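 active = mean replicate score, as percent of positive control median, at least 50; inconclusive = mean below 50 but one replicate at or above 50; inactive = mean and every replicate below 50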;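 also: strain carries kanamycin resistance gene driven by streptokinase promoter and grows in 40 µg/ml kanamycin; loss of luminescence reflects streptokinase promoter inhibition or plain growth inhibition; 0% = median of DMSO wells and 100% = positive control at its reference dose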
ANO1 block – mouse TMEM16A channel inhibition, primary screen; Q8BHY3; HEK293 TMEM16A/YFP iodide influx fluorescence, ionomycin; normalized B-score (activity score, 25-100; higher = stronger inhibition) at 10 µM; hit rate 1.2% among 310,000; AID 588511;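 active = ratio plate-corrected score three or more library SD toward inhibition, starting fluorescence score within five deviations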;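 also: score derived from kinetic fluorescence span divided by baseline fluorescence per well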
KCNK9 inh – blocks the human KCNK9 two-pore domain potassium channel; B-score at 10 µM; hit rate 1.2% among 310,000; HEK293 KCNK9, FluxOR thallium flux fluorescence; active compounds read low;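 active = ratio B-score over 3 SD below the library mean, with starting fluorescence within 5 SD of its mean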;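 also: negative B-score means less thallium flux so channel inhibition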
Target sequence (Q9NPC2 whole entry, looked up, the tested form may be a part): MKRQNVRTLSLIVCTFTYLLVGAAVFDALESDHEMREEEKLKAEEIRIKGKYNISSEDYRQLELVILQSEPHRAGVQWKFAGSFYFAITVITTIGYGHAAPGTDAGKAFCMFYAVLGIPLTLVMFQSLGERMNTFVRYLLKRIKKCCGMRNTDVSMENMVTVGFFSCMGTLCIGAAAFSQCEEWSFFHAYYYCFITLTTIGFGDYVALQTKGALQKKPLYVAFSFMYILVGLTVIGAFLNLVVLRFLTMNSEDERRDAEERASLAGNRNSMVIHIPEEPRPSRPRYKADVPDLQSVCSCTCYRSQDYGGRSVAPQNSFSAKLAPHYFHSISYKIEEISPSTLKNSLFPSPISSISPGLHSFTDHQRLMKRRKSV
KCNQ1 inh – blocks the human KCNQ1 potassium channel. P51787. CHO-K1 KCNQ1, FluxOR thallium flux fluorescence; active compounds read high. B-score at 10 µM. hit rate 1.3% among 310,000. AID 2642;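 active = compounds whose thallium flux B-score, printed positive for inhibition, exceeds three library SD while starting fluorescence stays within three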;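 also: channel opened by potassium depolarization with thallium stimulus after 20 min compound exposure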
KCNK3 block – human KCNK3 channel inhibition, primary screen; CHO-KCNK3 thallium flux, FluxOR fluorescence; active compounds read low; O14649; AID 602410; B-score at 10 µM; hit rate 0.84% among 340,000;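 active = B-score under library mean minus 4 SD, starting fluorescence ratio at most library mean plus 5 SD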;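 also: more negative B-score means stronger inhibition of thallium flux through KCNK3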
* hit, by the source's call; i = inactive; ? = inconclusive; . = not tested or not shown.

SMILES	ANO1 activ	KCNQ1 act	HDAC3 inhib	RGS4 inh	hERG protect	RGS4 act	SKKanGAS inh	ANO1 block	KCNK9 inh	KCNQ1 inh	KCNK3 block
O=C(N[C@@H](Cc1ccccc1)C(=O)NC1CCCCCC1)c1ccco1	i	i	5.8	i	-12.2	i	0.9	i	i	i	i
COc1cc(/C=N/S(=O)(=O)CCc2ccccc2)ccc1O	i	i	.	i	-8.3	i	-8.9	i	i	i	i
CCN(CC)S(=O)(=O)c1ccc(C(=O)N2CCc3ccccc32)cc1	i	i	-4.6	i	-11.6	i	1.3	i	i	i	i
COc1ccc(CNC(=O)c2nnn(Cc3ccc(OC)cc3)c2N)cc1	i	i	-6.8	i	-6.2	i	-2.8	i	i	i	i
O=c1nc2s/c(=C\c3ccco3)c(=O)n2nc1Cc1ccccc1	i	i	3.8	i	-4.6	i	0.8	i	i	i	i
CCCCN(CC)C(=O)c1cc2c(=O)n3cccc(C)c3nc2s1	i	i	-3.5	i	-9.9	i	0.8	i	i	i	i
CC(C)(C)C1CCC(=NNC(=S)Nc2cccnc2)CC1 (stereo not drawn)	i	i	0.8	i	-0.9	i	-3.2	i	i	i	i
Cc1c(CCC(=O)N[C@@H](CC(C)C)C(=O)O)c(=O)oc2cc3oc4c(c3cc12)CCCC4	i	i	3.2	i	-15.9	i	17.8	i	i	i	i
CCOC(=O)Nc1ccc(C(=O)NCC2CCCO2)cc1 (stereo not drawn)	i	i	0.7	i	-1.7	i	-4.4	i	i	i	i
CC(=O)/C(=N\Nc1ccccc1)Sc1nncn1C	i	i	9.4	i	-1.2	i	5.6	i	i	i	i
O=C(NCCC(c1ccccc1)c1ccccc1)c1ccc(Br)o1	i	i	2.7	i	-9.8	i	19.5	i	i	i	-9.7*
C=C(C)CCC1(C)NC(=O)N(c2ccccc2)N1 (stereo not drawn)	i	i	-3.0	i	-2.1	i	-5.5	i	i	i	i
COc1ccc(Nc2nc(=O)[nH]nc2C)cc1	i	i	7.2	i	-8.0	i	2.4	i	i	i	i
C[C@]12CCC(=O)C=C1[C@H](O)C[C@@H]1[C@@H]2[C@@H](O)C[C@@]2(C)[C@H]1CC[C@]2(O)C(=O)CO	i	i	-1.1	i	-5.6	i	-1.5	i	i	i	i
CCOc1cc(-c2noc(CCC(=O)NCCc3ccccc3)n2)ccc1OC	i	i	-1.0	i	-2.8	i	2.4	i	i	i	i
O=C(NCCOc1ccccc1)C1CCC(=O)N(CCc2ccccn2)C1 (stereo not drawn)	i	i	-2.7	i	-8.6	i	-3.6	i	i	i	i
CCc1ccc(NC(=O)c2cnc(SC)nc2C)cc1	i	i	5.2	i	-9.4	i	-0.3	i	i	i	i
CN1C(=O)c2cccc(NC(=O)CCc3ccccc3)c2C1=O	i	i	0.0	i	-12.5	i	4.8	i	i	i	i
C=CCN1CCN(C(=O)c2cc3c(s2)CCCC3)CC1	i	i	3.0	i	-3.7	i	-7.5	i	i	i	i
CCOc1cc(/C=C2\SC(=O)N(CC(=O)Nc3ccccc3F)C2=O)cc([N+](=O)[O-])c1O	i	i	3.0	i	-9.5	i	28.2	i	i	i	i
COc1ccc(Nc2oc(-c3ccccc3)nc2C#N)cc1	i	i	-3.3	i	-16.4	i	-6.2	i	i	i	i
Fc1ccc(CNCc2ccco2)cc1	i	i	-1.1	i	-2.9	i	-1.6	i	i	i	i
COc1ccc(C)cc1NC(=O)COCC(=O)O	i	i	-6.2	i	-14.8	i	3.8	i	i	i	i
Cc1ccc(NC(=O)CCn2c(=O)c3cccn3c3ccccc32)c(C)c1	i	i	7.2	i	-8.0	i	9.2	i	i	i	i
CC(=O)Nc1ccc(NS(=O)(=O)Cc2ccccc2)cc1	i	i	-3.6	i	-10.1	i	0.5	i	i	i	i
COc1ccc(C2(NC(C)=O)CCN(C(=O)c3ccco3)CC2)cc1	i	i	-0.3	i	-3.2	i	3.8	i	i	i	i
CC1CC2(C)Oc3ccccc3C3OCC1(CO)C(C)C32 (stereo not drawn)	i	i	-3.3	i	-8.0	i	3.5	i	i	i	i
O=C1CSC(=Nc2cccc(Cl)c2Cl)N1	i	i	6.0	i	-3.1	i	1.5	i	i	i	i
Cc1ccccc1-n1c(=O)c2ccccc2n2c(=O)[nH]nc12	i	i	-0.8	i	-11.5	i	7.5	i	i	i	i
Cc1ccnc(NC(=O)CCN2C(=O)c3ccccc3S2(=O)=O)n1	i	i	.	i	-5.6	i	11.6	.	i	i	i
O=C(CCS(=O)(=O)c1ccccc1)Nc1ccc(-c2nc3ccccc3s2)c(O)c1	i	i	-7.0	i	-3.4	i	-9.1	i	i	i	i
O=C(Nc1ccc(S(=O)(=O)Nc2ncccn2)cc1)C(F)(F)F	i	i	5.3	i	-4.9	i	0.2	i	i	i	i
CCc1ccc(C2=CSC3=NCCN23)cc1	i	i	2.6	i	0.2	i	2.6	i	i	i	i
COc1ccc(-c2cc(C(=O)NCCN3CCOCC3)c3ccccc3n2)cc1	i	i	-21.3	i	3.2	i	-5.3	i	i	i	i
O=C(CCC1CCCN(C(=O)c2ccsc2)C1)N1CCN(c2ccccn2)CC1 (stereo not drawn)	i	i	-4.8	i	-10.2	i	-1.5	i	i	i	i
Cc1ccnc2nc(C(=O)Nc3nnc(-c4ccccc4)o3)nn12	i	i	4.3	i	-8.8	i	1.1	i	i	i	i
Cc1ccc(NC(=S)N2CCOCC2)c(C)c1	i	i	-1.1	i	-1.1	i	-4.3	i	i	i	i
C/C(=N\Nc1nc(C)cc(-c2ccccc2)n1)c1cccc(N)c1	i	i	7.1	i	-6.1	i	7.8	i	i	i	i
CNCC(O)COc1cccc(OC)c1 (stereo not drawn)	i	i	-1.2	i	-8.4	i	-2.0	i	i	i	i
CSc1ccccc1NS(=O)(=O)c1ccccc1	i	i	-1.1	i	-12.4	i	0.6	i	i	i	i
O=C(N/N=C/c1cc(Br)cc([N+](=O)[O-])c1O)c1ccc(NC(=O)c2ccc(F)cc2)cc1	i	i	-4.0	i	-11.1	i	58.5*	i	i	i	i
Cc1cc(Cl)ccc1OCC(=O)Nc1nc(-c2cccs2)cs1	i	i	-0.9	i	-22.6	i	21.3	i	i	i	i
CN(Cc1ccccc1)C(=O)CN(C1CCCCC1)S(C)(=O)=O	i	i	-1.4	i	-6.1	i	1.8	i	i	i	i
Cc1nc2sc(C(c3cccs3)N3CCOCC3)c(O)n2n1 (stereo not drawn)	i	i	8.4	i	-8.0	i	-5.5	i	i	i	i
CCCCS(=O)CC(COC)OC(=O)c1ccccc1 (stereo not drawn)	i	i	3.3	i	-3.4	i	2.3	i	i	i	i
O=C(c1ccccc1Cl)N(Cc1ccc(Cl)c(Cl)c1)N1C(=O)CCCC1=O	i	i	9.8	i	-15.2	i	-3.3	i	i	i	i
COc1ccc(C)cc1NC(=O)c1nn(C)c(C(=O)Nc2cc(C)ccc2OC)c1[N+](=O)[O-]	i	i	-0.3	i	-6.8	i	19.3	i	i	i	-9.01*
CC(C)(C)C(=O)Nc1cc(S(=O)(=O)Nc2ccc(Cl)cc2)ccc1O	i	i	11.7	i	-21.2	i	0.4	i	i	i	i
COC(=O)c1c(C(=O)OC)c(-c2ccccc2)n2c1CS(=O)(=O)C2	i	i	-7.7	i	-4.0	i	-4.1	i	i	i	i
O=C(NNC1CC(=O)N(c2ccc(Br)cc2)C1=O)c1ccccn1 (stereo not drawn)	i	i	0.2	i	0.1	i	-2.4	i	i	i	i
(further entries)
SMILES	ANO1 activ	KCNQ1 act	HDAC3 inhib	RGS4 inh	hERG protect	RGS4 act	SKKanGAS inh	ANO1 block	KCNK9 inh	KCNQ1 inh	KCNK3 block
COc1cccc(OC)c1C(=O)Nc1cccc(-c2ccc3nncn3n2)c1	i	i	-2.2	i	-7.4	i	-8.2	i	i	i	i
Cc1c(NC(=O)c2cnn3c(C(F)(F)F)cc(-c4ccco4)nc23)c(=O)n(-c2ccccc2)n1C	i	i	0.3	i	-9.8	i	-2.0	i	i	i	i
COc1cccc(NS(=O)(=O)c2ccc(OC)c(OC)c2)c1	i	i	2.1	i	-13.0	i	0.5	i	i	i	i
CSCCC(NS(=O)(=O)c1ccccc1F)C(=O)NC(C)c1ccccc1 (stereo not drawn)	i	i	-1.8	i	-9.6	i	-12.2	i	i	i	i
CCCOC(=O)C(=O)NNc1ccccc1	i	i	-2.9	i	-16.2	i	5.1	i	i	i	i
CC(C)C(OC(=O)CN1C(=O)COc2ccccc21)C(=O)NC1CCCCC1 (stereo not drawn)	i	i	-8.6	i	-5.3	i	24.2	i	i	i	i
COC(=O)c1ccc(NC(=O)c2ccccc2CC[N+](=O)[O-])cc1	i	i	-0.5	i	-3.6	i	-2.0	i	i	i	i
Cc1ccc(S(=O)(=O)Nc2cc(C)cn(Cc3ccccc3)c2=O)cc1	i	i	4.9	i	-4.0	i	15.0	i	i	i	i
O=[N+]([O-])c1cccc(C(=S)N2CCCC2)c1	i	i	-3.8	i	-8.9	i	2.3	i	i	i	i
CCCCOc1ccc(/C=C/C(=O)OCC(=O)NC2CCS(=O)(=O)C2)cc1OCC (stereo not drawn)	i	i	-0.6	i	-10.6	i	-7.2	i	i	i	i
Cc1ccccc1C(=O)N1CCN(c2ccc([N+](=O)[O-])c(NCc3cccnc3)c2)CC1	i	i	?	i	-13.4	i	-1.0	i	i	i	i
O=C(COc1coc(CN2CCN(c3ccccc3F)CC2)cc1=O)NC1CCCCC1	i	i	-9.5	i	-13.1	i	-15.8	i	i	i	i
CCOc1cc(S(=O)(=O)N2CCN=C2Cc2ccccc2)ccc1F	i	i	0.7	i	-4.8	i	-4.4	i	i	i	i
CC(Oc1ccc2ccc(=O)oc2c1)C(=O)NC(Cc1c[nH]c2ccc(O)cc12)C(=O)O (stereo not drawn)	i	i	4.3	i	-3.5	i	3.7	i	i	i	i
COc1cc(C(=O)NC(C)CCc2ccccc2)cc(OC)c1OC (stereo not drawn)	i	i	-0.8	i	-8.3	i	9.3	i	i	i	i
CCN(C(=O)COc1ccc(C)nc1[N+](=O)[O-])C1CCS(=O)(=O)C1 (stereo not drawn)	i	i	-8.1	i	-14.0	i	3.1	i	i	i	i
Cc1cc(Cl)nc(Cl)c1C(=O)N1CCOCC1	i	i	-9.2	i	-6.2	i	-3.1	i	i	i	i
O=C(CSc1ncn[nH]1)Nc1ccc(Cl)c(Cl)c1	i	i	-1.6	i	-5.7	i	0.6	i	i	i	i
NS(=O)(=O)c1ccc(NCc2ccccc2OCc2ccccc2F)cc1	i	i	-0.1	i	-7.3	i	-13.4	i	i	i	i
